# Screening results from PubChem.
# IL-1B inflam inh – inhibitors of inflammasome signaling (IL-1 beta secretion); THP-1 LPS/ATP IL-1B secretion, AlphaLISA, 16 h; active compounds read low; activity change, % at 57.5 µM; 4.7% of 360,000 active; in the data active = activity change below about -50%; inconclusive = mostly about -30% to -49%; note: % is set by controls: 0 for no effect and ±100 for the full control effect
#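 Secreted IL-1B measured by AlphaLISA bead assay after 16 h compound exposure of THP-1 cells; compounds (final up to 57.5 uM) added 1 h before LPS (250 ng/mL) and ATP (1.25 mM) stimulation; lower signal means less secretion.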
# ATXN viability – viability counter-screen for ATXN expression inhibitors. S2 cells (HEK-293 line with an ATXN2-luciferase reporter) viability, CellTiter-Fluor protease fluorescence, 24 h. Potency, µM (doses to about 56.7 µM), most hits filed as cytotoxic. 0.49% of 400,000 active; note: potency is the fitted concentration of half-maximal effect; nearly all actives have a fitted effect of over 40% in size
# HepG2 viability – counter-screen for TGF-b inhibitors: cytotoxicity in HepG2 cells; HepG2 CAGA-GFP viability, ATP luminescence, 18 h; Potency, µM (doses to about 46.1 µM), for the others: at the highest dose activity change, negative = cytotoxicity, hits mostly cytotoxic; 0.76% of 410,000 active; note: potency is the fitted concentration of half-maximal effect; some results filed as inactive show a strong effect at the top dose
#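 CellTiter-Glo luminescence gave cytotoxicity after 18 hours at 37 degrees C. The cells were HepG2 CAGA-GFP in 1% FBS DMEM, stimulated with 500 pg/mL TGF-beta after compound addition. %Activity was normalised to no-cell wells (complete cell-killing) and DMSO (no toxicity), and curves were fitted and classified.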
# MCF10A rerep – DNA re-replication induction in MCF 10a cells; Potency, µM (highest dose often 46.1 µM), inactives show top-dose activity, positive = re-replication, actives largely listed as activators; MCF 10A DNA re-replication, Hoechst nuclear intensity, 48 h; 2.9% of 350,000 active; note: potency is the fitted concentration of half-maximal effect; % of control where 0% means no effect; nearly all actives have a fitted effect of over 50% in size
# HT1080 IDH1KD tx – HT-1080 IDH1 knockdown cell toxicity (counter line) | HT-1080 IDH1 knockdown viability, ATP luminescence, 48 h | Potency, µM (highest dose often 46.1 µM), for the others: at the highest dose activity, negative = toxicity, most hits filed as cytotoxic | 2% of 360,000 active | AID 686971;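 note: potency is the fitted concentration of half-maximal effect; 0% = DMSO wells and -100% = cell-free medium wells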
#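 After a 2 h attachment period, IDH1KD HT-1080 cells took pin-transferred compound for 48 h at 37 °C; ATP-based luminescence after 10 min room-temperature reagent incubation reported viability.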
# ATXN2 expr inh – inhibitors of ATXN2 expression; AID 1745845; 0.72% of 360,000 active; HEK-293 ATXN2-luciferase reporter, luminescence, 24 h; Potency, µM (highest dose often 57 µM), without a hit: at the highest dose activity change, negative = inhibition, actives largely listed as inhibitors; note: potency is the fitted concentration of half-maximal effect; % is set by controls: 0 for no effect and ±100 for the full control effect; nearly all actives have a fitted effect of over 55% in size
#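 ATXN2-luciferase reporter cells (luciferase flanked by upstream and downstream ATXN2 gene portions) were treated 24 h at 37 °C with compounds at up to 57 uM. SteadyGlo luminescence gave expression; GF-AFC fluorescence gave viability.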
# HT1080NT lethal – kills 2HG-producing HT-1080-NT fibrosarcoma cells; Potency, µM (top dose mostly 46.1 µM), inactives show at the highest dose activity, negative = less viability, most hits filed as cytotoxic; HT-1080-NT fibrosarcoma viability, CellTiter-Glo ATP luminescence, 48 h; 1.6% of 360,000 active;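 note: NT is the 2HG producing partner of a matched IDH1 knockdown line; potency is the fitted concentration of half-maximal effect; 0% = DMSO-treated cells and -100% = media-only wells without cells; nearly all actives have a fitted effect of over 55% in size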
#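 HT-1080-NT; 750 cells/well; 5% FBS RPMI; 48 h compound, 37 degrees C; CellTiter-Glo luminescence; curve fitting and curve-class assignment.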
# KB-3-1 tox – kills parental KB-3-1 adenocarcinoma cells; KB-3-1 viability, CellTiter-Glo ATP luminescence, 72 h; Potency, µM (highest dose often 46.1 µM), without a hit: at the highest dose activity change, negative = cytotoxic, usual class: cytotoxic; 1.4% of 400,000 active; AID 1347075; note: potency is the fitted concentration of half-maximal effect; % is set by controls: 0 for no effect and ±100 for the full control effect; nearly all actives have a fitted effect of over 60% in size
#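 Screening of KB-3-1 cells (DMEM, 10% FBS, phenol-red free) ran from lowest to highest compound concentration; after 72 h at 37 °C viability was read luminescently and curves fitted.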
# SW480 rereplic – DNA re-replication induction in SW480 cells. SW480 DNA re-replication, Hoechst DNA content imaging, 48 h. Potency, µM (highest dose often 46.1 µM), inactives show at the top dose re-replication activation, hits mostly activators. 1.8% of 340,000 active. AID 624297; note: potency is the fitted concentration of half-maximal effect; % of control where 0% means no effect; nearly all actives have a fitted effect of over 55% in size
#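 First, 250 cells per well were seeded. Next, compound or vehicle (23 nL) was pinned in, plates sat 48 hr at 37 C. Finally Hoechst was added for 40 min before fluorescence scanning.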
# Active calls of the source: *; i = inactive; u = inconclusive; x = not tested or not shown; & = joins results of further samples; ! = repeats disagree; [ ] = dose if it differs, or a comment. Unless noted, calls come from the whole dose curve; as a rule, active = well fitted curve in the direction sought with a large enough effect; inconclusive = small, poorly fitted or top-dose-only effect, or another doubt; inactive = no such curve, though single readings can be large; an effect the other way counts as inactive or inconclusive. Hits appear at their usual frequency; about 8.9% have a hit in one of these screens.
# Each structure is followed by: SW480 rereplic	HepG2 viability	MCF10A rerep	IL-1B inflam inh	HT1080 IDH1KD tx	KB-3-1 tox	ATXN2 expr inh	HT1080NT lethal	ATXN viability
CCOc1ccc(-n2cc(C(=O)NCCOC)c3cc(OC)c(OC)cc3c2=O)cc1
    -7%	-1%	-3%	29	5%	14%	6%	7%	i
COc1ccc(S(=O)(=O)NNC(=O)c2cc3ccccc3o2)cc1
    -5%	19%	-3%	6	16%	0%	1%	-1%	i
CCCCn1c(N)c(NCC)c(=O)[nH]c1=O
    -8%	7%	-18%	32	-2%	1%	-6%	14%	i
COc1ccc(COC(=O)c2ccc(Cl)c(S(=O)(=O)N3CCOCC3)c2)cc1F
    2%	1%	u	2	-14%	x	-20%	0%	i
NC(=S)N/N=C/c1coc2cc(Cl)ccc2c1=O
    0%	-9%	1%	17	-17%	-2%	4%	-3%	i
Cc1ccc(N2C(=O)/C(=C\c3ccc(C(C)C)cc3)N=C2SC2CCOC2=O)cc1 (stereo unspecified)
    -2%	0%	6%	4	-20%	-15%	-22%	-12%	i
Cc1ccc(NC(=O)CN2C(=S)NC(C)(C)CC2C)cc1Cl (stereo unspecified)
    -3%	-27%	4%	-5	-20%	3%	-11%	-8%	i
O=C(CCN1C(=O)C2C3C=CC(C3)C2C1=O)N1CCN(c2ccccn2)CC1 (stereo unspecified)
    7%	0%	1%	-6	0%	-1%	-2%	-4%[9.24 µM]	i
C(=N\Nc1nc2ccccc2[nH]1)/c1ccc2c(c1)OCCO2
    -7%	-53%	1%	41	u	u	x	-8%	i
O=C(NNC(=O)c1ccc2[nH]c(=O)c(=O)[nH]c2c1)c1cccc(Br)c1
    -33%[inhibitor]	2%	3%	3	-8%	-2%	3%	-1%	i
CC(C)(C)C1CCc2c(sc(NC(=O)c3cccs3)c2C(=O)N2CCCCC2)C1 (stereo unspecified)
    4%	-1%	u	-8	u	-15%	-24%	-21%	i
CNC(=O)c1cc2cc(OC)ccc2n1CCN(C)C
    0%	11%	0%	0	12%	6%	2%	15%	i
CCCN(CCC)c1ccc(/C=C/c2ccc3cc(OCC)ccc3n2)cc1
    2.1µM*	-1%	u	3	15%	-26%	5%	8%	x
O=C(NC1CCCCC1)NC1CC2CCC(C1)N2Cc1nnnn1Cc1ccc2c(c1)OCO2 (stereo unspecified)
    0%[9.22 µM]	4%	2%	-13	-3%	-18%	12%	4%	i
COc1ccc(OCCn2c(NC(=O)c3ccco3)nc3ccccc32)cc1
    4.1µM*	-32%	12µM*	-20	u	0%	-11%	u	i
Cc1cc(C)cc(NC2=CC(c3cccc(F)c3)N(c3cc(C)cc(C)c3)C2=O)c1 (stereo unspecified)
    x	-3%	x	x	x	29%	10%	x	i
CCCCn1cc(S(=O)(=O)c2ccc(OC)cc2)c(=O)c2cc(F)c(F)cc21
    x	-23%	x	x	x	1%	-6%	x	i
COc1ccccc1/C=C/C(=O)/C=C/c1ccccc1O
    u	-21%	10µM*	-98*	5.8µM*	u	u	6.5µM*	u
O=S(=O)(NCC1CCCO1)c1ccc2ccccc2c1 (stereo unspecified)
    u	7%	2.9µM*	1	7%	-13%	2%	9%	i
N#Cc1c(NC(=O)CSc2ncnc3c2cnn3-c2ccccc2Cl)sc2c1CCCC2
    u	-32%	u	-1	2%	u	-25%	11%	i
CCOC(=O)c1cnn(CCOC(=O)C(C)(C)C)c1NC(=O)C(C)(C)C
    -2%	1%	3%	54	4%	0%	-4%	4%	i
CCOC(=O)c1ccc(NC(=O)Nc2c(C)nn(C)c2C)cc1
    -5%	-5%	-6%	22	13%	7%	-4%	12%	i
Cc1nc2ccc(Cl)cn2c1[N+](=O)[O-]
    x	-13%	x	-23	2%	-14%	x	1%	x
CC(C)C[C@@H](CN1CCC[C@@H]1CN1C(=S)NC[C@@H]1Cc1ccccc1)N1C[C@H](Cc2ccc(O)cc2)N(CC2CCCCCC2)C1=S
    x	-80%	x	-15	18µM*	u	22µM*	u	14µM*
O=C(NC1CCCCC1)C(c1ccccc1)N1CCOCC1 (stereo unspecified)
    -4%	5%	-2%	20	8%	17%	2%	10%	i
COCCn1c(=O)[nH]c2cc(C(=O)N3CCN(c4ccc(Cl)cc4)CC3)ccc2c1=O
    -5%	-15%&-8%	u	9	-10%	15µM*!	-28%&-5%	4%	u
COc1ccc(OC)c(S(=O)(=O)N(C)CC(=O)Nc2ccc3c(c2)OCO3)c1
    -3%	5%	-1%	-6	0%	u	5%	-2%	i
COc1ccc(S(=O)(=O)NCC2CCCN(C(=O)c3sccc3C)C2)cc1 (stereo unspecified)
    u	-5%	-15%	-6	4%	1%	x	16%	i
O=c1oc(-c2cccs2)nc2scc(-c3cccs3)c12
    -1%	-7%	11%	41	-3%[9.24 µM]	0%	25%	13%	i
O=C(NCC1CCCO1)c1ccc2c(c1)N(Cc1ccc(Cl)cc1)CCS2 (stereo unspecified)
    x	-32%	x	u	-7%	-28%	x	-19%	i
CCOC(=O)Cc1ccc(NC(=O)NCc2c(-n3cccc3)sc3c2CCCC3)cc1
    x	2%	x	x	x	16%	7%	x	i
COc1cccc(NC(=S)NC(=O)c2c(Cl)c(C)nn2C)c1
    -111%[inhibitor]	0%	-44%[inhibitor]	-14	2%	6%	30%	4%	i
CCc1nnc(NC(=O)CSCc2cc(=O)n3ccsc3n2)s1
    -19%	-3%	0%	20	0%	-8%	6%	19%	i
CC[C@]12c3[nH]c4ccccc4c3CCN1C(=O)C(CC(=O)NCCCn1ccnc1)C[C@@H]2C(=O)N1CCN(C(=O)C2CC2)CC1 (stereo partly specified)
    -77%[inhibitor]	-20%	5%	23	8%	0%	8%	5%	i
Cc1ccc([C@@H]2C[C@H]3[C@@H](CN2S(=O)(=O)c2ccc(Cl)cc2)C(=O)C[C@@H](c2ccc(C)cc2)N3S(=O)(=O)c2ccc(Cl)cc2)cc1
    x	-9%	x	-1	0%	-8%	3%	7%	i
COc1ccc(/C=C(/NC(=O)c2ccccc2)C(=O)N/N=C/c2ccc3c(c2)OCO3)cc1OC
    u	-7%	-15%	-69*	-15%	0%	-6%	u	i
CN(C(=O)c1cc2nc(-c3ccco3)cc(C(F)(F)F)n2n1)c1ccc(OC(F)(F)Cl)cc1
    x	-1%	x	x	x	6%	5%	x	i
O=C(c1ccc(OC2CCN(CCc3ccccc3)CC2)cc1)N1CCCC(O)C1 (stereo unspecified)
    -111%[inhibitor]	25%	2%	1	6%	2%	-33%	-5%	u
CCCCC(CC)COC1(c2ccccc2)OC(=O)c2ccccc21 (stereo unspecified)
    2%	0%	u	-8	u	-7%	1%	4%	i
CCn1cc(C=C2C(=O)c3ccccc3C2=O)c2ccccc21
    -6%	-10%	1%	4	-1%	15%	-6%	-3%	i
O=C(NCCNCc1ccc(F)cc1)c1ccco1
    -2%	-3%	2%	-13	6%	19%	0%	8%	i
CC(NC(=O)C(Cc1ccccc1)n1cccc1)c1ccccc1 (stereo unspecified)
    -115%[inhibitor]	5%	-5%	-26	5%	-12%	-5%	26%	i
CCCCCCCC(=O)N/N=C/c1cccnc1
    -10%	6%	-4%	5	8%	-10%	10%	u	i
CCC(CC)C(=O)Oc1c(Sc2ccccc2[N+](=O)[O-])c(C)nn1C(C)(C)C
    6%	-8%	24%	-19	-4%	-25%	-16%	-8%	i
COc1ccc(C)cc1Nc1n[n+](-c2ccccc2)c(-c2ccc(NC(C)=O)cc2)s1
    -9%	-8%	-21%	-12	-5%	-12%	-12%	2%	i

# Among those listed so far, these contain an aryl thioether with sulfur outside any ring.
# Each structure is followed by: SW480 rereplic	HepG2 viability	MCF10A rerep	IL-1B inflam inh	HT1080 IDH1KD tx	KB-3-1 tox	ATXN2 expr inh	HT1080NT lethal	ATXN viability
N#Cc1c(NC(=O)CSc2ncnc3c2cnn3-c2ccccc2Cl)sc2c1CCCC2
    u	-32%	u	-1	2%	u	-25%	11%	i
CCC(CC)C(=O)Oc1c(Sc2ccccc2[N+](=O)[O-])c(C)nn1C(C)(C)C
    6%	-8%	24%	-19	-4%	-25%	-16%	-8%	i

# (listing goes on)
# Each structure is followed by: SW480 rereplic	HepG2 viability	MCF10A rerep	IL-1B inflam inh	HT1080 IDH1KD tx	KB-3-1 tox	ATXN2 expr inh	HT1080NT lethal	ATXN viability
CCOc1cccc(C(=O)Nc2cccc(C(C)=O)c2)c1
    2%	-17%	1%	4	-1%	-1%	10%	9%	i
COc1ccc(C(O)C(CN2CCOCC2)c2ccccc2)cc1 (stereo unspecified)
    3%	11%	3%	-8	11%	11%	3%	2%	i
CC1CCCC(NC(=O)CSc2nnc(-c3cccnc3)o2)C1C (stereo unspecified)
    x	4%	x	-4	6%	-2%	x	2%	i
CCN(c1ccccc1)S(=O)(=O)c1ccc(Cl)c(NC(=O)COC(=O)c2cccc(OC)c2O)c1
    u	6%	-28%	0	16%	6%	0%	9%	i
O=C(NCc1cccc(F)c1F)C1CCC(=O)N(C2CCCCCC2)C1 (stereo unspecified)
    0%	-4%	5%	3	1%	x	2%	1%	u
O=C(Nc1ccccc1)C1CCCN1S(=O)(=O)c1cccs1 (stereo unspecified)
    30%	4%	2%	22	0%	4%	0%	1%	i
CSc1nc(C)cc(Nc2cccc(C(=O)O)c2)n1
    x	0%	x	x	x	2%	3%	x	i
O=S(=O)(Cc1ccccc1)Cc1cnc(Cl)s1
    -7%	4%	-5%	7	19%	1%	-14%	15%	i
COc1cccc(Nc2nc(C)cc(C)c2C#N)c1
    -3%	0%	10%	2	4%	-2%	7%	1%	u
O=C(Nc1ccccc1)c1ccc[n+](Cc2ccc([N+](=O)[O-])cc2)c1
    -135%[inhibitor]	1%	-4%	-59*	5%	1%	2%	5%	i
